15-hLO inh: blocks human 15-lipoxygenase activity; Potency, µM (top dose mostly 57.1 µM), for inactives: top-dose activity change, negative = inhibition, actives largely listed as inhibitors; purified 15hLO-1, xylenol orange hydroperoxide absorbance; 1.4% of 74,000 active; further: potency means the concentration at half of the fitted maximal effect; on the % scale 0 is the no-effect control and ±100 the full control effect; nearly all actives have a fitted effect of over 55% in size
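Inhibition is scored from a chromogenic endpoint. After 15 min enzyme-compound contact, arachidonic acid (50 uM final) reacts 6 min with 40 nM 15hLO-1 at room temperature, then Fe-XO reagent is added for 30 min and absorbance ratio recorded.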
Texas Red fluor: Texas Red region autofluorescence; Compound fluorescence, Texas Red channel, 547/618 nm; hits give high values; max dye-equivalent concentration, M; 0.06% of 59,000 active; in the data active means max dye-equivalent concentration above about 10 nM; inconclusive means between about 1.1 nM and that limit
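qHTS profiling of intrinsic compound fluorescence; 100 mM Tris pH 8.0; 15 min RT; ex 547 / em 618 nm; response expressed as Texas Red dye-equivalent concentration from six-point plate standard.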
Rhodamine fluor: compound fluoresces in the rhodamine spectral region | Rhodamine-region fluorescence, 547/598 nm, Tris buffer; hits give high values | max dye-equivalent concentration, M | 0.05% of 59,000 active | AID 594; in the data active means max dye-equivalent concentration above about 11 nM; inconclusive means between about 1.1 nM and that limit
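Read-out is relative fluorescence at 547 nm excitation and 598 nm emission, expressed as dye-equivalent concentration using rhodamine standards on every plate. Each compound was profiled across a concentration series after 15 min in 100 mM Tris, pH 8.0.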
Luciferase inh: blocks Photinus pyralis firefly luciferase activity | 2.2% of 72,000 active | P08659 | Potency, µM (series often up to 57.1 µM), inactives show at the highest dose activity change, negative = inhibition, usual class: inhibitors | purified firefly luciferase, luminescence, 8 min; further: potency means the concentration at half of the fitted maximal effect; on the % scale 0 is the no-effect control and ±100 the full control effect; nearly all actives have a fitted effect of over 40% in size
Target sequence (P08659 whole entry, looked up): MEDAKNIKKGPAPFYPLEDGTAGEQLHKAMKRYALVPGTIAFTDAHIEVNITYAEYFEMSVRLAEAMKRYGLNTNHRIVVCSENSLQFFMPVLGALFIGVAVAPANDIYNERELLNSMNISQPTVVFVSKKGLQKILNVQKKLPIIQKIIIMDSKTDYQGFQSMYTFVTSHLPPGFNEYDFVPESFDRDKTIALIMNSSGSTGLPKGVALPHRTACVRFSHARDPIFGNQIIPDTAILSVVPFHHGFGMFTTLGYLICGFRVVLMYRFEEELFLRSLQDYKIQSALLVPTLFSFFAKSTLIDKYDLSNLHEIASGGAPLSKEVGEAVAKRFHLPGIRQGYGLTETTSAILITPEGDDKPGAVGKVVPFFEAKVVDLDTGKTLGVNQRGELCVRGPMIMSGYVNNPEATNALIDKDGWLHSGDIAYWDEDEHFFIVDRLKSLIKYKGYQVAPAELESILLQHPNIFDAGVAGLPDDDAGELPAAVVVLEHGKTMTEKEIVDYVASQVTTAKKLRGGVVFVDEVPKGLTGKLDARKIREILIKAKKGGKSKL
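Titration-based qHTS; buffer 50 mM imidazole pH 7.2, 50 mM KCl, 7 mM MgCl2, 10 uM ATP, 0.01% Tween 20, 0.05% BSA; luciferase/luciferin detector mix added after compound; 8 min, ambient; luminescence.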
Tau fil binding: tau filament binding; P10636; recombinant tau filaments, thioflavin S fluorescence, 15 h; filaments grown with octadecylsulfate alongside compound; Potency, µM (titrated, usually from 57.1 µM), for inactives: at the top dose activity change, negative = inhibition; 2% of 71,000 active; AID 596;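 further: potency means the concentration at half of the fitted maximal effect; on the % scale 0 is the no-effect control and ±100 the full control effect; actives lower thioflavin S fluorescence by blocking filaments or displacing dye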
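His-tagged recombinant human tau (exons 2, 3 and 10 included), 1 uM, was induced to fibrillize by 30 uM sodium octadecylsulfate with compound present. After 15 h at 37 C, thioflavine S fluorescence (ex 450, em 510 nm) was read.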
ERK AVP inh: vasopressin-driven ERK pathway inhibition | HEK293-V1b, vasopressin-stimulated pERK AlphaScreen | Potency, µM (series often up to 57.5 µM), for the others: top-dose activity, negative = inhibition, hits mostly inhibitors | 0.99% of 72,000 active; further: potency means the concentration at half of the fitted maximal effect; on the % scale 0 is the no-effect control and ±100 the full control effect; nearly all actives have a fitted effect of over 55% in size
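HEK293 cells stably expressing V1b receptor, seeded overnight in 1% FBS, were treated with compounds for 30 min at 37C, then stimulated 5 min with 25 nM vasopressin; phospho-ERK read by AlphaScreen SureFire after lysis.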
HADH2 inh: inhibitors of human HADH2 dehydrogenase | recombinant HADH2, NADH fluorescence, beta-hydroxybutyryl-CoA | Potency, µM (top dose mostly 57.1 µM), inactives show at the highest dose activity change, negative = inhibition, actives largely listed as inhibitors | 3.4% of 73,000 active; further: potency means the concentration at half of the fitted maximal effect; on the % scale 0 is the no-effect control and ±100 the full control effect; nearly all actives have a fitted effect of over 60% in size; many of its hits are not listed in these tables
Target sequence (Q99714 whole entry, looked up, one chain of several): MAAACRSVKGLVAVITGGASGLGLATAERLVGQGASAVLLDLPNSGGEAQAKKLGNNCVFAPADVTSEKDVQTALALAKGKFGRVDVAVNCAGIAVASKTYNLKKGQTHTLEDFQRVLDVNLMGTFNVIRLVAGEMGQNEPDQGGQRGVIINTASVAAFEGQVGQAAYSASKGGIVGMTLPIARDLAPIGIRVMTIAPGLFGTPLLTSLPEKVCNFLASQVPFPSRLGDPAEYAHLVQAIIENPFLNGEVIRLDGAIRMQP
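Read-out: 360 nm excitation, 450 nm emission, kinetic over 4 min. Conditions: His-tagged human HADH2 20 nM, pH 9.0 Tris with Tween-20, 1 mM NAD+, 90 uM beta-hydroxybutyryl-CoA.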
HBB splice mod: hemoglobin beta splicing modulation. 0.06% of 65,000 active. HBB splicing reporter cell assay, activation; EGFP reporter with mutant IVS2-654 intron; response scale: normalised to 500 nM splice-correcting PNA. Potency, µM (highest dose often 46.1 µM), for inactives: top-dose activation, most hits filed as activators; further: potency means the concentration at half of the fitted maximal effect; 0% is about no effect
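HeLa cells stably expressing EGFP interrupted by mutant beta-globin intron 2 (IVS2-654), 500/well in 2% FCS. Treated with compound for 2 days at 37C. Splicing correction scored as total well GFP intensity (488 nm excitation, 500-520 nm emission); 500 nM antisense PNA served as control.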
CRE Fsk mod: modulators of forskolin-stimulated CRE signaling in CHO cells; CHO CRE-bla reporter (cAMP response element driving beta-lactamase), forskolin EC10, beta-lactamase ratio; Potency, µM (highest dose often 38.2 µM), inactives show at the highest dose activity change, negative = inhibition, actives largely listed as activators; 2.5% of 71,000 active; active means well fitted activation curve with a large enough effect in the signal ratio, with a control signal flat, not every such curve was filed as active; inconclusive means small, poorly fitted or top-dose-only effect, or effect the other way, or a change in a side signal; the % refers to the signal ratio; further: potency means the concentration at half of the fitted maximal effect; % of control where 0% means no effect
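Using CellSensor CRE-bla CHO cells in Opti-MEM with 0.5% dialyzed FBS, compounds were titrated with EC10 NKH 477 for 3 h at 37 °C. CCF4 ratio (460/530 nm) gave %Activity; AC50 derived.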
DNA Pol III inh: blocks replication by bacterial DNA polymerase III holoenzyme. reconstituted DNA polymerase III holoenzyme replication, biochemical. Potency, µM (titrated, usually from 57.1 µM), without a hit: top-dose activity change, negative = inhibition. 0.25% of 71,000 active; further: potency means the concentration at half of the fitted maximal effect; on the % scale 0 is the no-effect control and ±100 the full control effect
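Reconstituted *E. coli* holoenzyme (0.35 nM Pol III, 1 nM beta, 154 nM SSB, 2 nM primase) was preincubated with compound for 15 min at RT. Synthesis on 1.4 nM ssM13Gori ran 35 min, then was stopped with PicoGreen/EDTA and read as dsDNA fluorescence.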
Hsp90 Hop PPI: changes Hsp90-Hop TPR2A binding signal, up or down | AlphaScreen TPR2A-His6 binding biotin-Hsp90 C-terminal peptide | Potency, µM (series often up to 57 µM), for inactives: at the highest dose activity change, negative = inhibition | 0.44% of 71,000 active | AID 595; active means well fitted curve in either direction with a large enough effect; inconclusive means small, poorly fitted or top-dose-only effect, or another doubt; further: potency means the concentration at half of the fitted maximal effect; on the % scale 0 is the no-effect control and ±100 the full control effect; many of its hits are not listed in these tables
* marks the source's active call; other numbers are inactive results; [ ] = another dose, or the depositor's remark. Unless noted, the call rests on the fitted dose curve; in most records, active means well fitted curve in the direction sought with a large enough effect; inconclusive means small, poorly fitted or top-dose-only effect, or another doubt; inactive means no such curve, though single readings can be large; an effect the other way counts as inactive or inconclusive. Only part of the results is shown; the hit share may differ from the screen's.

`Cn1c(=O)c2c(SCC(=O)N3CCCc4ccccc43)nc(CC(C)(C)C)nc2n(C)c1=O` gave 15-hLO inh 1%, Luciferase inh 1%, Tau fil binding 27%, HADH2 inh 1%, HBB splice mod 1.8%, CRE Fsk mod 17%, DNA Pol III inh 0% and Hsp90 Hop PPI 2%.
For CC1(C)CC(=O)C2=C(C1)Oc1ncn(Cc3ccco3)c(=N)c1C2c1ccccc1 (stereo not given) the results were 15-hLO inh -7%, Texas Red fluor inconclusive, Rhodamine fluor inactive, Luciferase inh 3%, Tau fil binding 16µM*, ERK AVP inh 7%, HADH2 inh 12%, HBB splice mod -0.8%, CRE Fsk mod 12%, DNA Pol III inh -7% and Hsp90 Hop PPI -13%.
Cc1ccnc(NC(=O)COc2ccc3oc4c(c3c2)CCCC4)c1 was read as 15-hLO inh -19%, Texas Red fluor inactive, Rhodamine fluor inactive, Luciferase inh -29%, Tau fil binding 224%, ERK AVP inh -9%, HADH2 inh -6%, HBB splice mod -1.7%, CRE Fsk mod -3%, DNA Pol III inh 0% and Hsp90 Hop PPI 0%.
O=C(OCC(=O)c1ccccc1Br)c1ccccn1 was read as 15-hLO inh 20%, Texas Red fluor inconclusive, Rhodamine fluor inactive, Luciferase inh 13µM*, Tau fil binding -4%, ERK AVP inh 17%, HADH2 inh 5%, HBB splice mod 0.0%[57.5 µM], CRE Fsk mod 0%, DNA Pol III inh 4% and Hsp90 Hop PPI 25µM*.
For COC(=O)c1ccc(CSc2nc3ccccc3s2)o1 the results were 15-hLO inh -4%, Texas Red fluor inactive, Rhodamine fluor inactive, Luciferase inh -5%, Tau fil binding -3%, ERK AVP inh 34%[activator], HADH2 inh -5%, HBB splice mod -2.6%, CRE Fsk mod inconclusive, DNA Pol III inh 6% and Hsp90 Hop PPI inconclusive.
`COC(=O)c1ccc(NC(=O)COc2ccccc2OC)cc1` gave 15-hLO inh -6%, Luciferase inh 2%, Tau fil binding 12%, ERK AVP inh -16%, HADH2 inh -12%, HBB splice mod 1.4%, CRE Fsk mod 11%, DNA Pol III inh -3% and Hsp90 Hop PPI 5%.
For O=C1c2ccccc2C(=O)N1Cc1nc(-c2cccnc2)no1 the results were 15-hLO inh 5%, Texas Red fluor inactive, Rhodamine fluor inactive, Luciferase inh 1%, Tau fil binding -9%, ERK AVP inh -15%, HADH2 inh 4%, HBB splice mod 0.6%, CRE Fsk mod -2%, DNA Pol III inh 0% and Hsp90 Hop PPI -5%.
For CC1(C)CCC=[N+]1[O-] the results were 15-hLO inh -8%, Texas Red fluor inactive, Rhodamine fluor inactive, Luciferase inh 2%, Tau fil binding 0%, ERK AVP inh 19%, HADH2 inh 8%, HBB splice mod 3.7%, CRE Fsk mod -10%, DNA Pol III inh 1% and Hsp90 Hop PPI -4%.
O=C(O)c1ccc(CSc2nnc(COc3ccc(Cl)cc3Cl)o2)cc1 was read as 15-hLO inh -4%, Luciferase inh -28%, Tau fil binding 10%, ERK AVP inh -10%, HADH2 inh -7%, HBB splice mod -0.7%, CRE Fsk mod inconclusive, DNA Pol III inh -4% and Hsp90 Hop PPI -1%.
`Nn1c(SCC(=O)N2CCCc3ccccc32)nnc1-c1ccccc1` gave 15-hLO inh 6%, Texas Red fluor inactive, Rhodamine fluor inactive, Luciferase inh 1%, Tau fil binding -3%, ERK AVP inh 16%, HADH2 inh 6%, HBB splice mod 0.3%, CRE Fsk mod -17%, DNA Pol III inh 0% and Hsp90 Hop PPI inconclusive.
CN(C)C(CNC(=O)c1cccc(S(=O)(=O)N2CC3(C)CC2CC(C)(C)C3)c1)c1ccco1 (stereo not given) was read as 15-hLO inh -1%, Texas Red fluor inactive, Rhodamine fluor inactive, Luciferase inh 1%, Tau fil binding -15%, ERK AVP inh 8%, HADH2 inh 11%, HBB splice mod -0.5%[57.5 µM], CRE Fsk mod -5%, DNA Pol III inh -4% and Hsp90 Hop PPI -9%.
Screening O=C(NCCCN1CCCCCC1)c1ccc2c(c1)NC(=O)C(N1CCOCC1)S2 (stereo not given) returned 15-hLO inh -12%, Texas Red fluor inactive, Rhodamine fluor inactive, Luciferase inh 0%, Tau fil binding 3%, ERK AVP inh -11%, HADH2 inh 4%, HBB splice mod -2.8%, CRE Fsk mod -23%, DNA Pol III inh -4% and Hsp90 Hop PPI -5%.
O=C(NCCCCCNC(=O)c1cccnc1)c1cccnc1 was read as 15-hLO inh 2%, Texas Red fluor inactive, Rhodamine fluor inactive, Luciferase inh 2%, Tau fil binding 1%, ERK AVP inh 3%, HADH2 inh -4%, CRE Fsk mod -3%, DNA Pol III inh -5% and Hsp90 Hop PPI -1%.
`COCCN(CCOC)C(=O)c1cc2sc3ccccc3c2s1` gave 15-hLO inh -2%, Texas Red fluor inconclusive, Rhodamine fluor inactive, Luciferase inh -1%, Tau fil binding 12%, ERK AVP inh 1%, HADH2 inh -1%, HBB splice mod -0.2%[57.5 µM], CRE Fsk mod 14%, DNA Pol III inh 3% and Hsp90 Hop PPI 3%.
For COc1cccc(-n2nnc3c(=O)n(CC(=O)N4CCCc5ccccc54)cnc32)c1 the results were 15-hLO inh -6%, Texas Red fluor inconclusive, Rhodamine fluor inactive, Luciferase inh 0%, Tau fil binding 14%, ERK AVP inh -9%, HADH2 inh 6%, HBB splice mod 0.2%[1.84 µM], CRE Fsk mod 1%, DNA Pol III inh 0% and Hsp90 Hop PPI 0%.
Screening O=C(c1ccc2c(c1)OCO2)n1nnc2ccccc21 returned 15-hLO inh -10%, Luciferase inh 2%, Tau fil binding -1%, ERK AVP inh 35%, HADH2 inh 1%, HBB splice mod 4.2%, CRE Fsk mod inconclusive, DNA Pol III inh -4% and Hsp90 Hop PPI inconclusive.
COc1cccc(C(N)CC(=O)O)c1 (stereo not given) was read as 15-hLO inh -10%, Luciferase inh 1%, Tau fil binding -10%, ERK AVP inh 15%, HADH2 inh 6%, HBB splice mod 1.7%[9.22 µM], CRE Fsk mod -5%, DNA Pol III inh -5% and Hsp90 Hop PPI 0%.
Screening CN(C)c1ncc2nc(-c3cccs3)c(=O)n(Cc3cccs3)c2n1 returned 15-hLO inh 2%, Texas Red fluor inactive, Rhodamine fluor inactive, Luciferase inh 1%[11.4 µM], Tau fil binding inactive, ERK AVP inh -4%, HADH2 inh -11%, HBB splice mod inconclusive, CRE Fsk mod inconclusive, DNA Pol III inh 9% and Hsp90 Hop PPI -5%.
`COC(=O)CCCC(=O)N1CCOCCN(C(=O)CCCC(=O)OC)CCOCC1` gave 15-hLO inh 5%, Texas Red fluor inactive, Rhodamine fluor inactive, Luciferase inh 3%, Tau fil binding -7%, ERK AVP inh 5%, HADH2 inh 1%, HBB splice mod -0.2%, CRE Fsk mod 4%, DNA Pol III inh -10% and Hsp90 Hop PPI -2%.
Screening CC1=C(C#N)C(=O)NC(C)(C)C1 returned 15-hLO inh inconclusive, Texas Red fluor inactive, Rhodamine fluor inactive, Luciferase inh 1%, Tau fil binding 10%, ERK AVP inh -8%, HADH2 inh -7%, CRE Fsk mod -3%, DNA Pol III inh -6% and Hsp90 Hop PPI -3%.
`Cc1ccc(O)c(C(=O)c2cnn(C(=O)Cc3csc(C)n3)c2)c1` gave 15-hLO inh 33%[activator], Texas Red fluor inconclusive, Rhodamine fluor inactive, Luciferase inh 0%, Tau fil binding -2%, ERK AVP inh 5%, HADH2 inh inconclusive, HBB splice mod -0.2%[57.5 µM], CRE Fsk mod -7%, DNA Pol III inh -13% and Hsp90 Hop PPI 0%.
`Cc1ccc(C)c(NC(=O)CSc2nnc(-c3ccncc3)n2N)c1` gave 15-hLO inh 2%, Texas Red fluor inconclusive, Rhodamine fluor inactive, Luciferase inh 5%, Tau fil binding -8%, ERK AVP inh -11%, HADH2 inh 3%, HBB splice mod 0.3%[1.84 µM], CRE Fsk mod inconclusive, DNA Pol III inh 6% and Hsp90 Hop PPI -2%.
